# Mm-Cpn inhibitor – inhibitors of Methanococcus maripaludis chaperonin (MmCpn). Potency, µM (highest dose often 76.9 µM), inactives show at the highest dose activity, negative = inhibition, hits mostly inhibitors. AID 504842. purified Mm-Cpn ATPase, ADP Transcreener TR-FRET. actives 0.031% (n = 330,000); note: potency is the fitted concentration of half-maximal effect; % is set by controls: 0 for no effect and ±100 for the full control effect; nearly all actives have a fitted effect of over 80% in size
#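 Measured: ADP formation by purified Mm-CPN. Conditions: 25 nM protein, 10 uM ATP, Tris pH 7.4 with Mg2+, K+ and DTT, 37°C for 30 min. Detection: Transcreener HTRF after 30 min at room temperature.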
# FUS suppressor – suppressors of FUS proteinopathy in yeast. S. cerevisiae FUS-expressing, growth rescue, OD600, 24 h. Potency, µM (series often up to 76.6 µM), without a hit: at the top dose growth rescue (activation), usual class: activators. actives 0.24% (n = 390,000). AID 1347120;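 note: potency is the fitted concentration of half-maximal effect; plate controls were DMSO vehicle for no effect and reference control for full effect; nearly all actives have a fitted effect of over 55% in size; some results filed as inactive show a strong effect at the top dose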
#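 Yeast expressing FUS under galactose induction, OD 0.005 in 2% galactose medium; compounds in a dilution series, 24 h at 30C. Growth rescue by absorbance at 600 nm; CP55940 positive control, DMSO negative.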
# Abeta rescue – restores growth of yeast expressing A-beta42 peptide. yeast expressing A-beta42, growth rescue, OD600, 48 h; response scale: 0% DMSO, 100% iron-clioquinol control. Potency, µM (top dose mostly 46.1 µM), inactives show at the top dose growth rescue, actives largely listed as activators. actives 0.063% (n = 410,000); note: potency is the fitted concentration of half-maximal effect; nearly all actives have a fitted effect of over 55% in size
#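 Yeast growth medium received pinned compounds, then yeast cells expressing toxic A-beta were added; plates incubated at 30 C for 48 hr. Growth read as absorbance at 600 nm, normalized to DMSO and equimolar FeCl3 plus clioquinol controls.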
# PTHR1 ag – PTHR1 (human) receptor agonism | Q03431 | HEK293 GP2 PTHR1 cells, GloSensor cAMP luminescence, 1 h | Potency, µM (titrated, usually from 115 µM), without a hit: top-dose activation, hits mostly activators | actives 0.075% (n = 410,000) | AID 743266; note: potency is the fitted concentration of half-maximal effect; nearly all actives have a fitted effect of over 55% in size; some results filed as inactive show a strong effect at the top dose; inactives centre near -15; many of its hits are not listed in these tables
# Target sequence (Q03431 whole entry, looked up): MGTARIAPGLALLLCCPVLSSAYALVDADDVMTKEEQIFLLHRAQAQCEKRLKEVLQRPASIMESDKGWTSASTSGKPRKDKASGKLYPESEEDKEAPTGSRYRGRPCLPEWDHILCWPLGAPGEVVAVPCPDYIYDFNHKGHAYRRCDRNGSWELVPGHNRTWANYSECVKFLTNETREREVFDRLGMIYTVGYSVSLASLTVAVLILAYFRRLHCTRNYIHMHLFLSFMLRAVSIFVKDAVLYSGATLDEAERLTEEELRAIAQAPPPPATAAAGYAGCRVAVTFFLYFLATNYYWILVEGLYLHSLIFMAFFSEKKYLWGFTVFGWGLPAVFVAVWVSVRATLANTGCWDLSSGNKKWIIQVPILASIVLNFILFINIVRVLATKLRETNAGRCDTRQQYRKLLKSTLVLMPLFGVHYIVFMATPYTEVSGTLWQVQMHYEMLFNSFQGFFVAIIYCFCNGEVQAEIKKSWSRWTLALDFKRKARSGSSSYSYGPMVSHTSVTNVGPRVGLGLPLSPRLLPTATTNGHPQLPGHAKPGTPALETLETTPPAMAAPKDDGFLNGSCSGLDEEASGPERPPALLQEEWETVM
#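 HEK-293-derived GP2 cells expressing PTHR1 and a GloSensor cAMP reporter, 3,000/well, plated overnight, given luciferin plus IBMX (each 0.5 mM as added) for 1 h at 37 °C, then compound for 1 h at 37 °C. Luminescence was read after 15 min at room temperature.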
# TDP-43 yeast inh – inhibitors of TDP-43 toxicity in yeast; TDP-43 expressing yeast growth rescue, BacTiter-Glo, 24 h; actives 1.8% (n = 410,000); Potency, µM (titrated, usually from 46.1 µM), without a hit: top-dose growth rescue (activation), actives largely listed as activators; note: potency is the fitted concentration of half-maximal effect; % of control where 0% means no effect; nearly all actives have a fitted effect of over 50% in size
#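 In this qHTS, compounds that restore growth of yeast expressing TDP-43 appear as activators. Cells (OD600=0.02, galactose medium, raffinose-pregrown) are incubated with compound 24 hr at 30 deg C and growth is quantified by BacTiter-Glo.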
# aSyn rescue – inhibitors of alpha-synuclein toxicity in yeast | Yeast expressing alpha-synuclein, growth rescue, BacTiter-Glo, 24 h | actives 0.14% (n = 370,000) | AID 652106 | Potency, µM (highest dose often 46.1 µM), for inactives: top-dose growth rescue (activation), hits mostly activators; note: potency is the fitted concentration of half-maximal effect; % of control where 0% means no effect; nearly all actives have a fitted effect of over 65% in size
#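 Galactose-induced alpha-syn yeast (OD600=0.02, raffinose-pregrown) + pinned cpd, 24 hr, 30 deg C; growth by BacTiter-Glo luminescence. Growth restoration scores as activation.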
# HEK293 tox – cytotoxicity in counter-screen for GLP-1R inverse agonists; HEK293 cAMP-luciferase reporter cells, luminescence, 24 h; Potency, µM (series often up to 38.3 µM), without a hit: top-dose activity change, negative = inhibition, hits mostly inhibitors; actives 0.13% (n = 410,000); AID 624418;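 note: loss of luciferase light is scored as toxicity; potency is the fitted concentration of half-maximal effect; % is set by controls: 0 for no effect and ±100 for the full control effect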
#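 A 23 nL compound transfer followed 12 hours of cell culture at 37 deg C; exposure then lasted 24 hr. Luciferase assay detection reagent was dispensed and plates read for luminescence after a 12 min room-temperature wait.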
# GLP1R inv ag – inverse agonists of human GLP-1 receptor. P43220. AID 624417. actives 1.6% (n = 410,000). HEK293 GLP-1R CRE-luciferase, luminescence, 24 h; GLP-1R form is constitutively active. Potency, µM (top dose mostly 38.3 µM), without a hit: at the highest dose activity change, negative = inhibition, most hits filed as inhibitors; note: potency is the fitted concentration of half-maximal effect; % is set by controls: 0 for no effect and ±100 for the full control effect; nearly all actives have a fitted effect of over 55% in size
# Target sequence (P43220 whole entry, looked up): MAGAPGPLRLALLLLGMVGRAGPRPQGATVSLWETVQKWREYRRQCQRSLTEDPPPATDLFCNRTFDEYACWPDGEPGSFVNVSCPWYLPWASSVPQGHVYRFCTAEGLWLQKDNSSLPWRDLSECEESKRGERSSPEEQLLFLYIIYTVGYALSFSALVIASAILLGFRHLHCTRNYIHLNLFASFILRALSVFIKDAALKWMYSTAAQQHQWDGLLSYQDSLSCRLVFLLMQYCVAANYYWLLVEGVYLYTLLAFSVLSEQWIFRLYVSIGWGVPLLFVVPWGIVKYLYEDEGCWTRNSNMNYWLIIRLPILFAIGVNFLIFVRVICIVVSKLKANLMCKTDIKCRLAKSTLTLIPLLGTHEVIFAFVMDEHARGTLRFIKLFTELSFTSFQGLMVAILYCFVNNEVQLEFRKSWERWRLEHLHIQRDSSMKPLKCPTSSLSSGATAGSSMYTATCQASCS
#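 qHTS in 1536-well format: reporter HEK293 cells expressing constitutive GLP-1R activity in DMEM + 10% Nu serum, 24 hr with compounds at 37 deg C, luminescence read after 12 min with detection reagent.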
# Akt phos inh – inhibitors of Akt phosphorylation; Neuro2A IGF-stimulated pAkt S473 HTRF, 20 min; hits give low values; activity change, % for hits at 50 µM; actives 0.32% (n = 360,000); AID 651550; in the data active = activity change below about -80%; inconclusive = mostly about -51% to -80%; note: % is set by controls: 0 for no effect and ±100 for the full control effect
#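 Neuro2A cells in DMEM with 0.5% FBS, overnight at 37 deg C, given compound at single 50 µM final, then IGF (6 nM final) for 20 min at 37 deg C. Lysed; phospho-Akt Ser473 by HTRF after 24 h, 665/615 ratio.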
# * marks the source's active call; other numbers are inactive results; i = inactive; ? = inconclusive; nt = not tested or not shown; & = joins results of further samples; [ ] = remark or other dose. Unless noted, calls come from the whole dose curve; as a rule, active = well fitted curve in the direction sought with a large enough effect; inconclusive = small, poorly fitted or top-dose-only effect, or another doubt; inactive = no such curve, though single readings can be large; an effect the other way counts as inactive or inconclusive. Some of the compounds tested, so the mix of outcomes need not match the whole.
SMILES,Mm-Cpn inhibitor,FUS suppressor,Abeta rescue,PTHR1 ag,TDP-43 yeast inh,aSyn rescue,HEK293 tox,GLP1R inv ag,Akt phos inh
CCN(CC)c1ccc(C(=S)NC2CCCCC2)cc1,1%,16%,?,i,-70%[inhibitor],-21%,-1%[0.307 µM],-13%[0.307 µM],i
O=C(CN1CCN(C(=O)CNC(=O)c2ccc3c(c2)OCO3)CC1)Nc1cccc(F)c1,0%,-18%,-2%,i,15%,-6%,7%,4%,i
CN(C)S(=O)(=O)c1ccc(C(=O)NCc2ccccn2)cc1,3%,-2%,4%,i,4%,0%,9%,22%,i
Oc1ccc(C[C@@H](CN2CCCC2CN2C(=S)NC[C@@H]2Cc2ccccc2)N2C[C@H](Cc3ccccc3)N(CC3CCCCCC3)C2=S)cc1 (stereo not given in full),nt,?,18%,-20%,0%,4%,-2%,10%,i
CN(C(=O)COC(=O)c1ccc(Cl)c(N)c1)c1ccccc1,-1%,20%,-1%,i,-16%,6%,-2%,-2%,i
CC(C)COC(=O)c1ccc(NC(=O)C2C3CCC(C3)C2C(=O)O)cc1 (stereo not given),-1%,-3%,-16%,-6%,3%,-1%,9%,?,i
CCOC(=O)Cn1cc(/C=N/NC(=O)c2ccc(C#N)cc2F)c2ccccc21,-2%,?,-3%,0%[57.5 µM],-8%,-4%,-14%,0%,i
CCN(Cc1ccccc1)c1ccccc1,nt,-29%,-11%,0%,23%,2%,-5%,3%,i
O=C(Nc1ccc(Cl)cc1)NC1CCCCNC1=O (stereo not given),0%,18%,7%,12%,-23%[1.82 µM],-5%,-1%,13%,i
Cc1ccc(-c2noc(C3CCCN(C(=O)c4ccccc4Br)C3)n2)o1 (stereo not given),0%,?,-6%,i,3%,2%,-15%,3%,i
COc1cc(/C=N/NC(=O)C2CC(=O)N(c3ccc(C)cc3)C2)cc(OC)c1OC (stereo not given),0%,3%,-3%,i,1%,1%,10%,13%,i
Cc1ccc(CCNC(=O)c2ccc(NC3=NC4CS(=O)(=O)CC4S3)cc2)cc1 (stereo not given),0%,-8%,0%,-25%,7%,-5%,14%,14%,i
O=C(NNC(=O)C1CC(=O)N(Cc2ccccc2)C1)c1ccc(Br)cc1 (stereo not given),-1%,8%,11%,i,7%,-7%,0%,7%,i
Cc1cc(/C=C2/C(=O)NN(c3ccccc3)C2=O)c(C)n1-c1cccc(O)c1,-2%,48%,-7%,-93%[inhibitor],0%[0.397 µM],-6%,?,?,i
Cn1cccc1/C=N\NC(=O)C1COc2ccccc2O1 (stereo not given),2%,1%,-14%,i,10%,-6%,2%,-21%,nt
Cc1ccc(CCC(=O)Nc2ccc(Cl)cc2)o1,-1%,-9%,4%,-12%,0%,-5%,-12%,?,i
CCC(C)(C(=O)NC1CCCCC1)N(C(=O)CNC(C)=O)c1c(C)n(C)n(-c2ccccc2)c1=O (stereo not given),1%,17%,-3%,i,-6%,-6%,5%,0%,-131%*
Cc1cc(NC(=O)C2CCCN(S(=O)(=O)c3cn(C)cn3)C2)ccc1Br (stereo not given),nt,14%,1%,i,11%,nt,0%,-26%,nt
CCc1cccc(NS(=O)(=O)c2c(C)[nH]c(=O)[nH]c2=O)c1,0%,-14%&-13%,-8%&6%,-19%&-9%,5%&0%,-5%,18%&-3%,-5%&-4%,i
O=C1CCCCC1CCc1ccncc1 (stereo not given),nt,-8%,-2%,i,17%,1%,6%,5%,i
O=S(=O)(CCNCCc1ccccc1)NCc1ccccc1,nt,-24%,6%,18%,13%,0%,4%,1%,i
O=C(NCCCc1ccccc1)c1ccncc1,1%,-13%,7%,-9%,6%,3%,-1%,7%,i
Cc1cc(SCC(=O)OC/C(O)=C(\C#N)c2nc3ccccc3[nH]2)c(C)cc1Br,-8%,11%,-3%,-8%,7%[9.22 µM],-7%,?,?,i
COC(=O)c1nn(C)c(=O)[nH]c1=O,nt,-4%,-10%,16%,-15%,2%,-5%,20%,i
COC(=O)c1c(C(=O)c2ccc(Br)cc2)n(C)c2ccccc12,-2%,nt,2%,-71%[inhibitor],14%,-2%,-1%,-28%,i
Cc1ccc(C(=O)Nc2ccc(N3CCCC3)cc2)cc1,-6%,4%,2%,i,8%,1%,6%,-7%,i
COc1ccc(OCC(=O)N2CCN(C(=O)c3cc(OC)c(OC)c(OC)c3)CC2)cc1,nt,4%,-20%,14%,1%,nt,-5%,7%,nt
CCn1c(SCC(=O)Nc2ccc(C(C)=O)cc2)nc2c([nH]c3ccccc32)c1=O,2%,14%,15%,-6%,11%,-2%,?,10%,i
CN=C1S/C(=C\c2ccc(N3CCCC3)c(F)c2)C(=O)N1C,1%,0%,-5%,i,-11%[0.397 µM],7%,34%[activator],36%[activator],i
COc1ccc(-c2cc(C(=O)NNC(=O)c3csc(N4CCOCC4)n3)c3ccccc3n2)cc1OC,-4%,26%,4%,i,6%,1%,-10%,3%,i
CC(=O)c1cccc(NC(=O)CN2C(=O)CN(C)C(=O)c3ccccc32)c1,nt,-6%,-6%,i,19%,nt,4%,8%,nt
Cc1sc2ncnc(SCC(=O)NC(=O)NCc3ccco3)c2c1C,-12%,?,-15%,i,2%,2%,1%,39%[activator],i
O=C(c1cccc(Cl)c1)n1nc(-c2ccco2)nc1NCc1cccs1,nt,-2%,12%,-12%,3%,nt,8%,20%,nt
Cc1c(OCC(=O)OC(C)(C)C)ccc2c3c(c(=O)oc12)CCC3,1%,5%,1%,-9%,3%,-4%,11%,-12%,i
Cc1cc(C)nc(NS(=O)(=O)c2ccc(NC(=O)Nc3ccccc3)cc2)n1,0%,0%,-3%,i,-6%,3%,-7%,1%,i
CC1(c2ccc3c(c2)OCCCO3)NC(=O)N(CC(=O)Nc2cccc(C#N)c2)C1=O (stereo not given),0%,nt,-11%,i,16%,1%,0%,1%,i
COc1ccc2occ(C(=O)c3ccc(N)cc3)c2c1,-1%,-6%,-2%,-16%,24%,5%,3%,-3%,i
CC1CCCC(C)N1C(=O)CSc1nc(N)c(-c2ccccc2)c(=O)[nH]1 (stereo not given),0%,23%,4%,4%[57.5 µM],-25%,-8%,-4%,0%,nt
C/C(=N\OCC(=O)Nc1ccccc1C(=O)O)c1cccs1,-7%,15%,12%,i,17%,1%,2%,-14%,i
CCn1ccnc1CN(C)Cc1c(C(=O)N2CCCCCCC2)nc2ccc(Cl)cn12,0%,14%,4%,i,19%,3%,20%,-3%,i
CCS(=O)(=O)c1nc(S(=O)(=O)c2ccc(Cl)cc2)c(NCc2ccco2)s1,1%,-34%,-11%,-20%,-7%,-6%,8%,13%,i
O=C(CCSc1ccccc1Cl)NNC(=O)c1ccncc1,1%,-2%,18%,i,22%,3%,6%,5%,i
Cc1ccc(-n2nc(C(=O)N(C)Cc3ccccc3)c3c4ccccc4n(C)c3c2=O)cc1,nt,3%,-11%,i,10%,nt,5%,17%,nt
CC(=O)c1cn(CC(=O)Nc2cccc(C)c2C)c2ccccc12,2%,16%,-6%,-30%[inhibitor],-18%,-4%,-16%,-20%,i
COc1ccc(C)cc1NS(=O)(=O)c1cc2c3c(c1)CC(=O)N3CCC2,nt,?,-15%,i,-1%,nt,-2%,12%,nt
c1ccc(CC2CCN(Cc3ccccn3)CC2)cc1,-1%,0%,7%,-26%,8%,3%,-16%,-29%,i

# 9 entries out of the list, sorted by molar mass, largest number first:
SMILES,Mm-Cpn inhibitor,FUS suppressor,Abeta rescue,PTHR1 ag,TDP-43 yeast inh,aSyn rescue,HEK293 tox,GLP1R inv ag,Akt phos inh
CCS(=O)(=O)c1nc(S(=O)(=O)c2ccc(Cl)cc2)c(NCc2ccco2)s1,1%,-34%,-11%,-20%,-7%,-6%,8%,13%,i
CCn1ccnc1CN(C)Cc1c(C(=O)N2CCCCCCC2)nc2ccc(Cl)cn12,0%,14%,4%,i,19%,3%,20%,-3%,i
Cc1ccc(-n2nc(C(=O)N(C)Cc3ccccc3)c3c4ccccc4n(C)c3c2=O)cc1,nt,3%,-11%,i,10%,nt,5%,17%,nt
CC1(c2ccc3c(c2)OCCCO3)NC(=O)N(CC(=O)Nc2cccc(C#N)c2)C1=O (stereo not given),0%,nt,-11%,i,16%,1%,0%,1%,i
CC1CCCC(C)N1C(=O)CSc1nc(N)c(-c2ccccc2)c(=O)[nH]1 (stereo not given),0%,23%,4%,4%[57.5 µM],-25%,-8%,-4%,0%,nt
O=C(CCSc1ccccc1Cl)NNC(=O)c1ccncc1,1%,-2%,18%,i,22%,3%,6%,5%,i
CC(=O)c1cn(CC(=O)Nc2cccc(C)c2C)c2ccccc12,2%,16%,-6%,-30%[inhibitor],-18%,-4%,-16%,-20%,i
COc1ccc2occ(C(=O)c3ccc(N)cc3)c2c1,-1%,-6%,-2%,-16%,24%,5%,3%,-3%,i
c1ccc(CC2CCN(Cc3ccccn3)CC2)cc1,-1%,0%,7%,-26%,8%,3%,-16%,-29%,i

# Screening results: PubChem, National Center for Advancing Translational Sciences (NCATS)
